Compound activity (PubChem BioAssay)
DT40 TDP1 no CPT: qHTS for Inhibitors of human tyrosyl-DNA phosphodiesterase 1 (TDP1): qHTS in cells in absence of CPT; AID 686978, 2013; Potency, µM (highest dose often 46.2 µM), inactives show at the highest dose activity change, negative = growth inhibition, most hits filed as inhibitors; DT40 Tdp1-/- hTDP1 cells, no CPT, ATP luminescence, 48 h; 420,000 compounds, 15% hits; note: nearly all actives have a fitted effect of over 55% in size
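Readout: luminescence from CellTiter-Glo after 30 min in the dark at RT. Cells: DT40 Tdp1-/- with stable hTDP1, 400/well. Exposure: compounds alone, ≥48 hr, 37 °C.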
TDP1 inh: qHTS Assay for Inhibitors of Tyrosyl-DNA Phosphodiesterase (TDP1). AID 485290, 2010. Potency, µM (series often up to 130 µM), for the others: at the highest dose activity change, negative = inhibition, usual class: inhibitors. recombinant TDP1, AlphaScreen DNA substrate cleavage. 350,000 compounds, 0.28% hits; note: nearly all actives have a fitted effect of over 40% in size
Target sequence (Q9NUW8 whole entry, looked up): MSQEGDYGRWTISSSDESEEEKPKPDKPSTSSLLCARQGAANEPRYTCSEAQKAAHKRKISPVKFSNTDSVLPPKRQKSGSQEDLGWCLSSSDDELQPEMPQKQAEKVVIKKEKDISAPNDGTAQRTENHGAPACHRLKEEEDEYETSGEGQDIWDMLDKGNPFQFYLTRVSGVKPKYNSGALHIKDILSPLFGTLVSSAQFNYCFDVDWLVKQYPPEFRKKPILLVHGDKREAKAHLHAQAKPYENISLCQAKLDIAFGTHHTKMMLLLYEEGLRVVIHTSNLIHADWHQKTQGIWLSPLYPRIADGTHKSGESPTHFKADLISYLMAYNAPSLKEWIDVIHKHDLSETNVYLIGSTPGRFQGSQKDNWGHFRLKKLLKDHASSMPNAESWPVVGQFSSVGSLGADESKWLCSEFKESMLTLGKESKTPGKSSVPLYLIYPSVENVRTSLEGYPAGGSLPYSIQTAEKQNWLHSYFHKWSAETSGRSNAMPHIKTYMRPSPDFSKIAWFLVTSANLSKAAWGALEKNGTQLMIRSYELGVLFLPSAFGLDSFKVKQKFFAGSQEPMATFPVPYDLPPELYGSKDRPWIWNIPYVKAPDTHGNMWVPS
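Tdp1 1 nM final; 15 min RT w/ cpd; substrate 15 nM, 5 min; beads 10 ug/ml, 10 min; AlphaScreen read. Neg ctrl: no enzyme.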
N370S GC: qHTS Assay for Inhibitors and Activators of N370S glucocerebrosidase as a Potential Chaperone Treatment of Gaucher Disease | 330,000 compounds, 0.092% hits | N370S GC spleen homogenate, 4MU-glucoside fluorescence | Potency, µM (doses to about 59.4 µM), without a hit: at the top dose activity change, negative = inhibition, hits mostly inhibitors;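 note: 0% = full enzyme activity and -100% = no enzyme basal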
* = called active by the depositor; u = inconclusive; x = not tested or not shown; [ ] = dose if it differs, or a comment. Calls come from the whole dose curve; as a rule, active = well fitted curve in the direction sought with a large enough effect; inconclusive = small, poorly fitted or top-dose-only effect, or another doubt; inactive = no such curve, though single readings can be large; an effect the other way counts as inactive or inconclusive. Unless noted, % is set by controls: 0 for no effect and ±100 for the full control effect; potency is the fitted concentration of half-maximal effect.

entry	compound	DT40 TDP1 no CPT	TDP1 inh	N370S GC
1	O=C(CCS(=O)(=O)Cc1ccccc1)NCc1ccco1	0%	1%	-1%
2	C=CCOC(=O)C1=C(C)NC(SCC(=O)NC(=O)OCC)=C(C#N)C1c1cccnc1 (stereo not drawn)	u	0%	9%
3	CCC(CC)N1CCN(C(=O)c2cc(OC)c(OC)c(OC)c2)CC1	14%	x	-6%
4	O=C(CSc1nc(C2CC2)nc2ccccc12)N1CCCCC1	u	3%	-2%
5	COc1ccc(N2CC(C(=O)N3CCC(c4nc5ccccc5[nH]4)CC3)CC2=O)cc1 (stereo not drawn)	-3%	6%	-13%
6	COc1cccc(NC(=O)C2CC(=O)N=C(N)S2)c1 (stereo not drawn)	-1%	11%	3%
7	O=C(CN1CCN(C(=O)c2ccco2)CC1)Nc1ccccc1	-12%	10%	6%
8	CCOc1ccc(N2CC(C)Cn3c2nc2c3c(=O)n(CC(=O)O)c(=O)n2C)cc1 (stereo not drawn)	1%	6%	x
9	O=C(CSc1ccc(F)cc1)Nc1ccccc1Br	0%	-6%	2%
10	CN(CCCNC(=O)CSc1cc(=O)n(C)c2cc(Cl)ccc12)Cc1ccccc1	-19%	1%	-5%
11	O=C(CSc1cccc[n+]1[O-])NC1CCCCCCC1	5%	5%	3%
12	CCN(CCO)Cc1cc(=O)oc2cc3c(cc12)CCC3	-8%	2%	0%

(continued)
entry	compound	DT40 TDP1 no CPT	TDP1 inh	N370S GC
13	CCOc1cc(CNCc2ccccn2)ccc1OCC(=O)NC1CCCCC1	-26%	4%	-2%
14	O=C(Cc1ccc(F)cc1)NCCS(=O)(=O)N1CCN(c2cccc(Cl)c2)CC1	u	x	-6%
15	COCCNc1nc(-c2ccccc2C(F)(F)F)nc2ccccc12	-16%	x	u
16	CCn1c(COc2ccccc2OC)nnc1SCC(=O)NC1CCCC1	0%	1%	-18%
17	CCC(=O)c1ccc(OCC(O)CN2CCCCC2)cc1 (stereo not drawn)	-4%	1%	-1%
18	O=C(CCl)Oc1ccc2occ(C(=O)c3cccs3)c2c1	-1%	-5%	6%
19	Cc1ccccc1C1CCCN(Cc2nc(C3CC3)no2)C1 (stereo not drawn)	u	x	13%
20	NC(=O)COC(=O)CSc1ccc2ccccc2c1	-14%	5%	3%
21	O=C1CCC(C(=O)N2CCC(CCO)CC2)CN1Cc1ccc(Cl)cc1 (stereo not drawn)	-10%	4%[56.1 µM]	-12%
22	CC(=O)N1CCc2cc(S(=O)(=O)N3CCCCC3C)ccc21 (stereo not drawn)	u	4%	3%
23	Cc1ccc(OCCCC(=O)Nc2cc(S(=O)(=O)N3CCOCC3)ccc2N2CCOCC2)cc1	23µM*	0%	0%
24	O=C(c1ccccc1)c1c[nH]c(C(=O)NCCCn2ccnc2)c1	5%	0%	2%

Going on with the list:
entry	compound	DT40 TDP1 no CPT	TDP1 inh	N370S GC
25	CCCN1C(C)C(C(=O)OCC)=CN(Cc2ccc(Br)cc2)S1(=O)=O (stereo not drawn)	u	-12%[56.1 µM]	x
26	O=C1c2ccccc2NC(c2cnc3ccccc3n2)N1O (stereo not drawn)	-23%	2%	10%
27	O=C(Nc1ccccc1C(=O)NC1CCCCC1)c1ccco1	u	0%	4%
28	Cc1cccc(NC(=O)Nc2ccncc2)c1	u	8%	-24%
29	CCN(Cc1ccccc1)C(=O)C1CCN(C(=O)Nc2ccccc2)CC1	9%	0%	-2%
30	O=C(c1ccc2c(c1)OCCO2)N1CCN(c2ncc(C(F)(F)F)cc2Cl)CC1	16µM*	-7%[0.505 µM]	-2%
31	CC(=O)Nc1cccc2c1C(=O)N(c1ccccc1OC(C)=O)C2=O	-3%	-1%	1%
32	Cc1noc(C)c1NC(=O)N(C)C[C@H]1Oc2ccc(NC(=O)CCC(F)(F)F)cc2C(=O)N([C@H](C)CO)C[C@@H]1C	-11%	1%	x
33	CCCCc1ncc(/C=C(\Cc2cccs2)C(=O)O)n1Cc1ccc(C(=O)O)cc1	-8%	2%	x
34	O=C(COC(=O)Cc1ccc(F)cc1)NC(=O)NC1CCCC1	2%	-1%[56.1 µM]	x
35	CC(OC(=O)c1cccnc1Cl)C(=O)Nc1ccc(S(N)(=O)=O)cc1 (stereo not drawn)	0%	7%	5%
36	CCOC(=O)c1c(C)[nH]c(C(=O)CN(C)CC(=O)Nc2ccccc2Cl)c1C	21µM*	0%[56.1 µM]	x

(list continues)
entry	compound	DT40 TDP1 no CPT	TDP1 inh	N370S GC
37	CCOc1ccc(CN2CCN(C(=O)c3ccco3)CC2)cc1	u	4%	1%
38	CSc1cccc(NC(=O)Nc2ccccc2)c1	-23%	5%	5%
39	NC(=O)CSc1ccc(S(=O)(=O)N2CCOCC2)cn1	10%	-3%	x
40	NS(=O)(=O)c1cccc(NC(=O)CSc2nc3ccccc3[nH]2)c1	11%	8%	-2%
41	CCCCn1c(=O)[nH]c(=O)c2c(C(=O)OCC)cc(-c3cccs3)nc21	u	x	u
42	CCC(Oc1ccc(C)cc1)C(=O)Nc1ccc(S(=O)(=O)Nc2cc(C)on2)cc1 (stereo not drawn)	1%	-3%	-2%
43	O=C(Nc1ccc2nc(-c3ccccn3)c(-c3ccccn3)nc2c1)N1CCCC1	u	-4%	x
44	CC1CCC(=NNc2ccc(C(F)(F)F)cc2[N+](=O)[O-])CC1 (stereo not drawn)	-6%	7%	5%
45	Nc1c(-c2nc(-c3ccc(Cl)cc3)cs2)c2ccccn2c1C(=O)c1ccc2c(c1)OCO2	-20%	3%	x
46	C=CCn1c(C)c(C(C)=O)cc(NC(=O)c2ccccc2)c1=O	-21%	-3%	-1%
47	COc1ccc(O)c(C(=O)c2cnc3c(c2)c(-c2ccc(F)cc2)c(C#N)c(=O)n3C)c1	u	3%	-1%
48	COC(=O)N/N=C/c1ccc(-c2ccc(C)c(Cl)c2)o1	0%	1%	-7%

Look-ups from above.
In TDP1 inh, CCC(Oc1ccc(C)cc1)C(=O)Nc1ccc(S(=O)(=O)Nc2cc(C)on2)cc1 (stereo not drawn) is entered as -3%
In N370S GC, COc1ccc(O)c(C(=O)c2cnc3c(c2)c(-c2ccc(F)cc2)c(C#N)c(=O)n3C)c1 is entered as -1%
In N370S GC, CSc1cccc(NC(=O)Nc2ccccc2)c1 is entered as 5%
In N370S GC, CC1CCC(=NNc2ccc(C(F)(F)F)cc2[N+](=O)[O-])CC1 (stereo not drawn) is entered as 5%

Other results:
entry	compound	DT40 TDP1 no CPT	TDP1 inh	N370S GC
49	Cc1cc(=O)oc2cc(OCC3CC(c4ccc(Br)cc4)=NO3)ccc12 (stereo not drawn)	16µM*	2%	11%
50	CCOc1ccc(NC(=O)CCC(=O)N/N=C/c2ccc3c(c2)OCO3)cc1	25%	5%	5%
51	C=CCn1c(O)c(N=NC(=O)CNC(=O)/C=C/c2ccc(OC)cc2)c2ccccc21	u	1%	9%
52	On1nnc2cc(C(F)(F)F)ccc21	-23%	-3%	1%
53	N#Cc1nc(-c2ccc(COc3ccccc3)o2)oc1NCc1ccccc1	u	3%	x
54	CCOC(=O)C1=C(C)NC(=S)NC1c1cccs1 (stereo not drawn)	-4%	5%	0%
55	Cc1ccc(SCC(=O)NCCC2=CCCCC2)cc1	u	-4%	u
56	CCN(CC)C(=O)[C@H]1C[C@H](CC(=O)NCc2ccco2)C(=O)N2CCc3c([nH]c4cc(-c5ccco5)ccc34)[C@]12C	u	7%[56.1 µM]	x
57	COCCn1cnnc1SCC(=O)c1ccc(S(=O)(=O)N2CCCC2)cc1	2%	-1%	-10%
58	O=C(CCC(=O)c1cccs1)OCC(=O)c1ccccc1F	-86%	4%	3%
59	CN(CC(=O)Nc1ccccc1Br)Cc1nc2ccccc2c(=O)[nH]1	u	5%	11%
60	COc1ccccc1/C=C1\SC(=S)N(CCC(=O)NCCCn2ccnc2)C1=O	2%	13%	-9%

Going on with the list:
entry	compound	DT40 TDP1 no CPT	TDP1 inh	N370S GC
61	O=C(NCC(c1cccnc1)N1CCc2ccccc21)c1ccccc1Br (stereo not drawn)	u	4%	x
62	O=S(=O)(c1ccc(F)cc1)N1CCC(n2cnc3ccccc32)CC1	-15%	x	-7%
63	COc1cc2ccc(=O)oc2cc1OCC(O)C(C)(C)O (stereo not drawn)	3%	x	u
64	Cc1ccc(C(=O)OC2CCS(=O)(=O)c3sccc32)cc1 (stereo not drawn)	7%	2%	13%
65	COc1ccc(-c2nc3c4ccccc4ccn3c2C=O)cc1	-26%	5%	3%
66	O=C(O)c1cc([N+](=O)[O-])c(Sc2nc3ccccc3[nH]2)c([N+](=O)[O-])c1	-15%	x	1%
67	NC(=O)CC(NC(=O)Cc1ccc(Cl)cc1)c1ccc(NCC2CC2)c([N+](=O)[O-])c1 (stereo not drawn)	u	5%	-2%
68	CC(C)CN(C(=O)c1cccc(F)c1)c1c(N)n(CC(C)C)c(=O)[nH]c1=O	-4%	0%	-9%
69	COc1ccccc1CN1CCC(CNS(=O)(=O)c2cc(-c3cc(C)no3)ccc2C)CC1	u	3%	-9%
70	CCCN1CCN(C(=S)Nc2ccccc2C(F)(F)F)CC1	-26%	0%	2%
71	CN(C)c1ncc2nc(-c3cn(C)c4ccccc34)c(=O)n(C[C@H]3CCCO3)c2n1	17%	x	4%
72	CC(C)N(C(=O)[C@H]1C[C@H](CC(=O)NCCC2=CCCCC2)C(=O)N2CCc3c([nH]c4ccc(Cl)cc34)[C@]12C)C(C)C	26µM*	1%[56.1 µM]	x

Going on with the list:
entry	compound	DT40 TDP1 no CPT	TDP1 inh	N370S GC
73	CC1(c2ccccc2)CC(C)(C)N2C(=O)C(=O)c3cccc1c32 (stereo not drawn)	u	8%	0%
74	Cc1ccc(C)c(N2CCN(C(=O)CCc3nc(-c4ccccc4Br)no3)CC2)c1	u	-1%[56.1 µM]	x
75	CCN(C(=O)CN1CCN(c2ccccc2)CC1)c1c(N)n(Cc2ccccc2)c(=O)[nH]c1=O	-16%	6%	0%
76	CCOC(=O)N1CCN(C(=O)c2cn(CC)c3ccc(S(=O)(=O)N4CCC(C)CC4)cc3c2=O)CC1	u	5%	6%
77	CCCN(CCC)S(=O)(=O)c1ccc(C(=O)OCCN2C(=O)c3cccc4c(N5CCOCC5)ccc(c34)C2=O)cc1	u	-9%	-23%
78	O=C(Cc1ccc(Cl)cc1)c1c(O)cc(O)cc1O	-5%	12%[56.1 µM]	-7%
79	CCOC(=O)C1CCN(c2cc(=O)n(C3CCCCC3)c(=O)[nH]2)CC1	-4%	3%	16%
80	COc1ccc(CNc2cc(C)ccn2)c(O)c1	-4%	x	-13%
81	CC1S/C(=C(\C#N)C(=O)NCc2ccco2)N(Cc2ccco2)C1=O (stereo not drawn)	u	2%	0%
82	CCOc1ccc(-c2cc(C(=O)NCCCOC)c3c(-c4ccc(CC)cc4)[nH]nc3n2)cc1	u	0%	x
83	O=C(CSc1cn(CC(=O)N2CCCCC2)c2ccccc12)NCC1CCCO1 (stereo not drawn)	-13%	-1%	-1%
84	Cc1nc(C(=O)NCc2ccccc2)sc1C1(C)CC(c2ccccc2)=NO1 (stereo not drawn)	-27%	1%	u

Next part:
entry	compound	DT40 TDP1 no CPT	TDP1 inh	N370S GC
85	C=CCn1cc(-c2cccc(Cl)c2)cc(C#N)c1=O	-12%	1%	7%
86	CN1C(=O)C(c2ccccc2[N+](=O)[O-])C(=O)c2ccccc21 (stereo not drawn)	5%	x	1%
87	CCOc1ccc(NC(=O)CCS(=O)(=O)c2ccc(C)cc2)cc1	u	x	-4%
88	COc1ccc2oc(C(=O)NCC3CCCO3)c(C)c2c1 (stereo not drawn)	8%	4%	2%
89	COc1cc2c(cc1OC)C[N+](C)(C)CC2	-5%	1%	-5%
90	CCn1cc(S(=O)(=O)c2ccc(OC)cc2)c(=O)c2cc(F)c(N3CCN(C)CC3)cc21	11%	-1%	-9%

Arranged by molar mass (falling): part of the list above
entry	compound	DT40 TDP1 no CPT	TDP1 inh	N370S GC
90	CCn1cc(S(=O)(=O)c2ccc(OC)cc2)c(=O)c2cc(F)c(N3CCN(C)CC3)cc21	11%	-1%	-9%
86	CN1C(=O)C(c2ccccc2[N+](=O)[O-])C(=O)c2ccccc21 (stereo not drawn)	5%	x	1%
88	COc1ccc2oc(C(=O)NCC3CCCO3)c(C)c2c1 (stereo not drawn)	8%	4%	2%

Some of the entries above, reformatted.
(86) CN1C(=O)C(c2ccccc2[N+](=O)[O-])C(=O)c2ccccc21 (stereo not drawn)
(87) CCOc1ccc(NC(=O)CCS(=O)(=O)c2ccc(C)cc2)cc1
(88) COc1ccc2oc(C(=O)NCC3CCCO3)c(C)c2c1 (stereo not drawn)
(89) COc1cc2c(cc1OC)C[N+](C)(C)CC2
(90) CCn1cc(S(=O)(=O)c2ccc(OC)cc2)c(=O)c2cc(F)c(N3CCN(C)CC3)cc21

| assay / entry | 86 | 87 | 88 | 89 | 90 |
| --- | --- | --- | --- | --- | --- |
| DT40 TDP1 no CPT | 5% | u | 8% | -5% | 11% |
| TDP1 inh | x | x | 4% | 1% | -1% |
| N370S GC | 1% | -4% | 2% | -5% | -9% |

Only part of the results is shown; rates above refer to the full screens.
